Compound activity as filed in PubChem BioAssay.
GAA inhib – qHTS Assay for Inhibitors of Human alpha-Glucosidase as a Potential Chaperone Treatment of Pompe Disease. Potency, µM (doses to about 76.9 µM), inactives show at the highest dose activity change, negative = inhibition, hits mostly inhibitors. purified human GAA, 4-MU-alpha-glucoside fluorescence. Lysosomal alpha-glucosidase (Homo sapiens), P10253. AID 1466, 2008. 200,000 compounds, 0.005% hits;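 also: potency is read from the fitted curve at half-maximal effect; plate controls were uninhibited enzyme wells for no effect and no-enzyme background for full effect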
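Fluorogenic assay: 4 nM human alpha-glucosidase with 400 uM 4-methylumbelliferyl-alpha-D-pyranoside in 50 mM citrate/phosphate, 0.005% Tween-20, pH 5.0, 20 min at room temperature. Compounds tested up to 77 uM; AC50 from Hill fits.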
LMNA splice mod – qHTS Assay for Modulators of Lamin A Splicing; HeLa LMNA splicing GFP/RFP minigene ratio, 48 h; Potency, µM (titrated, usually from 46.1 µM), without a hit: at the top dose ratio change, negative = inhibition, actives largely listed as inhibitors; 200,000 compounds, 0.01% hits; AID 1487, 2009; active = well fitted inhibition curve with a large enough effect in the signal ratio, with a control signal flat, not every such curve was filed as active; inconclusive = small, poorly fitted or top-dose-only effect, or effect the other way, or a change in a side signal; the % refers to the signal ratio; also: potency is read from the fitted curve at half-maximal effect; % is scaled to controls: 0 for no effect and ±100 for the full control effect
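S3 HeLa stable clones carrying a lamin A-EGFP splicing minigene plus DsRed2 were seeded at 600 cells/well in Opti-MEM with 2% FBS, pin-dosed and incubated 48 h at 37°C. Acumen cytometry (488 nm) gave the GFP/RFP total-intensity ratio.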
CBFb RUNX1 block – qHTS Assay for Compounds Blocking the Interaction Between CBF-beta and RUNX1 for the Treatment of Acute Myeloid Leukemia; Runt-related transcription factor 1 (Homo sapiens) + Core-binding factor subunit beta …; AlphaScreen CBFb-His/RUNX1-biotin binding, biochemical; Potency, µM (doses to about 59.8 µM), without a hit: at the highest dose activity, negative = inhibition, most hits filed as inhibitors; 230,000 tested, under 10 active; also: % of control where 0% means no effect
Target sequence (Q01196 whole entry, looked up): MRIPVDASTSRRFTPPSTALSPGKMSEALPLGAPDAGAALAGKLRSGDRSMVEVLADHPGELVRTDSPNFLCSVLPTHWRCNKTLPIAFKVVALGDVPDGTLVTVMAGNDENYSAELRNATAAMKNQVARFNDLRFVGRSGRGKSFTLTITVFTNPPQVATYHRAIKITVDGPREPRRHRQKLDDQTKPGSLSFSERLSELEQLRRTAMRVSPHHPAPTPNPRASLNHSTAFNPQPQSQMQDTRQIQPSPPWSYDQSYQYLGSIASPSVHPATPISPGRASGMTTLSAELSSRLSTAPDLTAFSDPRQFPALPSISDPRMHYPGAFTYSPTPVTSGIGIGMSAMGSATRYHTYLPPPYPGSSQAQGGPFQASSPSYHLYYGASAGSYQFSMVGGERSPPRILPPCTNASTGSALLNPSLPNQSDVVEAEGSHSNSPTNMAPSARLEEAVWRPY
Target sequence (Q13951 whole entry, looked up): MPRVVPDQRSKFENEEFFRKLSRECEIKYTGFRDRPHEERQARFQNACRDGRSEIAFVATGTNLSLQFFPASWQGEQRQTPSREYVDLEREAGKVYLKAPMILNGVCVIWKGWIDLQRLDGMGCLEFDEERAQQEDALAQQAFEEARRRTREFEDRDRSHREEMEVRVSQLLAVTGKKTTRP
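Bead-based AlphaScreen assay; binding partners His-tagged CBF-beta and biotinylated RUNX1 at 30 nM each. Compound exposure 15 min after a 20-min protein preincubation; bead step 90 min; all steps at room temperature.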
GAA glycogen – qHTS Assay for Inhibitors and Activators of Human alpha-Glucosidase Cleavage of Glycogen; Lysosomal alpha-glucosidase (Homo sapiens), P10253; recombinant GAA, glycogen substrate, Amplex Red glucose oxidase fluorescence; Potency, µM (series often up to 76.4 µM), for the others: at the top dose activity change, negative = inhibition, most hits filed as inhibitors; 300,000 compounds, 0.38% hits;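 also: potency is read from the fitted curve at half-maximal effect; 0% = full enzyme reaction and -100% = no-enzyme basal signal; the screen sought inhibitors and activators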
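Recombinant enzyme (4 nM final) with compounds titrated up to 77 uM and bovine liver glycogen (30 ug) in citrate pH 5.0, 0.01% Tween-20, 37 C 40 min. Released glucose detected by Amplex Red/glucose oxidase (Ex 573/Em 610); AC50 from Hill fits.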
HTT ATP protect – qHTS Multiplex Assay to Identify Dual Action Probes in a Cell Model of Huntington: Cytoprotection (ATP) | Potency, µM (titrated, usually from 56.4 µM), for the others: cytoprotection (ATP increase), most hits filed as activators | AID 1471, 2008 | PC12 HTT-Q103 induced, cytoprotection, ATP luminescence, 40 h | 230,000 compounds, 0.14% hits;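 also: potency is read from the fitted curve at half-maximal effect; % of control where 0% means no effect; nearly all actives have a fitted effect of over 45% in size; toxic huntingtin expression switched on by the ecdysone agonist tebufenozide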
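PC12 cells with ecdysone-inducible HTT exon 1 Q103-GFP, induced with 100 nM tebufenozide and co-treated with library compounds in a dose series (1536-well, 1500 cells/well). Cytoprotection read as ATP content by ATPlite luminescence.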
HTT aggregate – qHTS Multiplex Assay to Identify Dual Action Probes in a Cell Model of Huntington: Aggregate Formation (GFP). PC12 HttQ103-GFP aggregates, Acumen cytometry, 40 h. Potency, µM (titrated, usually from 46.1 µM), without a hit: at the highest dose activity change, negative = inhibition, hits mostly inhibitors. 220,000 compounds, 1.1% hits. AID 1688, 2009; also: potency is read from the fitted curve at half-maximal effect; % is scaled to controls: 0 for no effect and ±100 for the full control effect; nearly all actives have a fitted effect of over 60% in size
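Compounds (qHTS titration) were added to PC12 cells expressing an ecdysone-driven HTT exon 1 Q103–GFP fusion after induction with 100 nM tebufenozide. Aggregate formation was measured as GFP objects in cell lysates.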
GAA spleen mod – qHTS Assay for Inhibitors and Activators of Human alpha-Glucosidase From Spleen Homogenate; Lysosomal alpha-glucosidase (Homo sapiens), P10253; human spleen homogenate, 4-MU-alpha-glucoside fluorescence; Potency, µM (doses to about 79.9 µM), for the others: at the top dose activity change, negative = inhibition, most hits filed as inhibitors; 240,000 compounds, 0.006% hits;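 also: potency is read from the fitted curve at half-maximal effect; 0% = enzyme with vehicle and -100% = no enzyme basal signal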
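AC50 values come from Hill-equation fits of concentration-response data, normalized to no-enzyme and full-activity controls. Enzyme source: 1 ug human spleen homogenate; 1 mM fluorogenic 4-MU glucoside, pH 5.0 citrate buffer, 37 C, 40 min.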
Starred values were filed as active, the others as inactive; ? = inconclusive; / = no result given; & = joins results of further samples; [ ] = remark or other dose. Unless noted, calls follow the shape of the dose curve; as a rule, active = well fitted curve in the direction sought with a large enough effect; inconclusive = small, poorly fitted or top-dose-only effect, or another doubt; inactive = no such curve, though single readings can be large; an effect the other way counts as inactive or inconclusive. Outcome played no part in choosing rows; 1.5% or so of the library scored in one or more.

Below each SMILES – GAA inhib, LMNA splice mod, CBFb RUNX1 block, GAA glycogen, HTT ATP protect, HTT aggregate, GAA spleen mod
Cc1ccc(Cn2ccc(NC(=O)c3cc(C)on3)n2)cc1
    -6%, -6%, -2%, 0%, -24%, -15%, 4%
Cc1ccc(C)c2c1cc(C)c1nnc(SCC(=O)Nc3cccc(C(=O)O)c3)n12
    /, /, -4%, -4%, 5%[10 µM], -41%[9.22 µM], 4%
COc1ccc2c(c1)c(C(=O)N/N=C/c1ccc(Cl)cc1)c(C)n2C
    /, /, -5%, -14%, -2%[10 µM], 24%[9.22 µM], -2%
COc1ccc(NC(=O)CN2CCN(S(=O)(=O)c3ccc(C(C)C)cc3)CC2)cc1OC
    ?, -5%, 2%, -19%, 1%, 30%, -5%
CCOC(=O)Cc1csc(N/N=C/c2ccc(C(F)(F)F)cc2)n1
    1%, 5%, 3%, -24%, -21%, 23%, -6%
Cc1cnc(CNc2cc(-c3c(C)noc3C)ncn2)cn1
    /, -11%, /, /, 0%, /, -1%
N#CC1=C2SCN(Cc3ccccc3)CN2C(=O)CC1c1cccs1 (centres undefined)
    3%[15.4 µM], 9%, -16%, 11%, -9%, -5%, -5%
CC(C)C(=O)Nc1ccc(NC(=O)CCc2ccccc2)cn1
    1%, 12%[46 µM], 2%, 6%, 18%[10 µM], 15%[9.22 µM], -3%
CC1CCN(C(=O)CCCC(=O)O)CC1
    5%, -9%, -10%, 14%, 5%[10 µM], -16%, -15%
Cc1ccc(C)c(N2CCN(C(=O)c3ccc4nc(-c5ccco5)c(-c5ccco5)nc4c3)CC2)c1
    6%, 16%, 2%, 3%, -82%[inhibitor], ?, 4%
O=C1CN2C(=N1)N(Cc1ccccc1)c1ccccc12
    0%, 12%, 6%, -7%, -9%, 7%, -10%
CCC(=O)n1nc(-c2cccnc2)nc1NCc1ccc(OC)cc1
    ?, -2%, 2%, 4%, 0%, -30%, -3%
Cc1ccc(O)c(C(=O)c2cnc3c(c2)c(=O)n(C)c(=O)n3C)c1
    5%, /, -8%, 7%, -27%, 20%, 9%
O=C(Nc1nccs1)NC1CCCCC1
    -1%, -7%, 4%, 2%, -23%, 0%, 1%
Cc1ccc(-n2c3nc(=O)[nH]c(=O)c-3cc3cc([N+](=O)[O-])ccc32)cc1
    -1%, 2%, -4%, 1%, -18%[10 µM], -11%, 0%
Cc1ccc(-n2nnnc2SCC(=O)Nc2c(C)n(C)n(-c3ccccc3)c2=O)cc1
    4%, 1%, 9%, 3%, 3%, 12%, -6%
COc1ccc(C2OC(=O)CC2C(=O)NC2CCCC(C)C2C)cc1OC (centres undefined)
    0%, -6%, 0%, 7%, -13%, 18%, -15%
Cc1ccc2c(c1)C(=O)N(CCCCO)C2=O
    -2%, 5%, 3%, 3%, -5%[10 µM], 12%, 1%
Cc1cc(=O)[nH]c(SCC(=O)NCCOc2ccccc2)n1
    -7%, 7%, 4%, 3%, 2%, 6%[9.22 µM], -1%
COc1ccccc1C1=NNC(=Nc2cccc(S(=O)(=O)N(C)C)c2)SC1
    -3%, /, /, 3%, ?, 11µM*, -4%
Cc1ccc2cc3cc(C(=O)N4CCCCCC4)oc3nc2c1
    -2%, -9%, 12%, -4%, -42%[10 µM], 8%, -4%
O=C(CN1CCCC1)N1CCCC(c2ccc(F)cc2)c2ccc(F)cc21 (centres undefined)
    -6%, ?, 4%, 4%, /, -9%, -3%
O=C(Cc1csc(Nc2nc(=S)[nH]c3ccccc23)n1)NCc1ccc(Cl)cc1
    ?, -2%, 1%, -7%, -41%[inhibitor], -7%, 0%
COc1ccccc1-c1nnc(Nc2nc3c(OC)cccc3s2)o1
    6%, ?, -14%, -1%, -71%[inhibitor][10 µM], -18%, 6%
CC1(C)Cc2c(C#N)c(NCCN3CCOCC3)nc(-c3ccccc3)c2CO1
    /, /, 8%, 0%, -2%[10 µM], -15%[9.22 µM], 0%
CC(=O)NC(Nc1c(C)n(C)n(-c2ccccc2)c1=O)C(Cl)(Cl)Cl (centres undefined)
    ?, 21%[46 µM], 6%, ?, -21%, 5%, /
O=C(Nc1c2n(c(=S)n(-c3ccccc3)c1=O)CCCCC2)c1ccccc1
    -4%, -1%[46 µM], -1%, 9%, -15%, 7%, 4%
O=C(NCc1ccccc1Cl)C1CCN(S(=O)(=O)c2ccc(F)cc2)CC1
    6%, 25%[46 µM], 9%, 2%, -6%[10 µM], -3%[9.22 µM], -1%
COc1ccc2sc(/C=C/c3ccccc3O)[n+](C)c2c1
    -3%, /, 17%, 3%, /, 5%, 6%
COc1ccc(CN2CCNC(=O)C2CC(=O)N(C)Cc2ccon2)c(OC)c1 (centres undefined)
    -3%, 3%[46 µM], -3%, 7%, 1%[10 µM], -4%[9.22 µM], 2%
O=C(CSCc1ccccc1)Nc1ccc(Cl)cn1
    -12%, 3%, 8%, 3%, 5%, 4%, -3%
CCOP(=O)(c1ccccc1)C(O)c1ccc(Br)cc1 (centres undefined)
    ?, 3%, 12%, 6%, 28%[0.074 µM], -2%, -2%
O=C(O)/C=C(\CC(=O)O)C(=O)O
    /, 5%, /, /, -8%[10 µM], /, 7%
CN(Cc1ccco1)C(=O)C(Cc1ccccc1)NS(=O)(=O)c1ccc2c(c1)CCC(=O)N2 (centres undefined)
    -9%, 10%, 2%, 4%, -21%, 8%, 1%
Cc1ccc(C(=O)Nc2ccc(Oc3cccc(C(F)(F)F)c3)nc2)cc1
    -8%, /, -8%, 2%, ?, 15%[9.22 µM], -3%
O=C(Cn1c(O)c(N=NC(=O)c2ccncc2)c2ccccc21)Nc1ccccc1
    /, /, -1%, -3%, 10%[10 µM], 11%[9.22 µM], 0%
CC(=O)NCCC(=O)N1CCCC(C(=O)c2ccc3c4c(cccc24)CC3)C1 (centres undefined)
    ?, -13%[46 µM], -9%, -1%, 15%[10 µM], 8%[9.22 µM], -2%
CC(=O)Nc1cc(C(=O)N2CCc3ccccc3C2)ccc1Sc1ccc(F)cc1
    -5%, ?, -1%, 2%, -16%[10 µM], -17%, -10%
CCOC(=O)c1sc(N)c(C(=O)OCC)c1C
    /, /, 6%, -10%, -7%[10 µM], -28%[9.22 µM], 9%
CC1CCN(CCCCOc2ccc(C(=O)c3ccccc3)cc2)CC1
    -11%, 7%, -6%, -5%, -17%, -22%, 3%
Cc1cc2c(ncn2C(C)C)c(N)c1C
    6%, 7%, 3%, -2%, 9%[10 µM], 1%, -3%
Cc1ccc(C(=O)CSc2nnc(CNc3ccc(F)cc3)o2)cc1
    -1%, /, -2%, 2%, -16%, 13%, -11%
COC(=O)c1cccc(C23CC4(C2)[C@H](CN(Cc2ccc(-c5ccccc5)cc2)[C@@H]4c2ccccc2)C3c2ccc(C(F)(F)F)cc2)c1 (some centres undefined)
    /, /, 10%&19%, -4%, 3%, -14%[9.22 µM], 8%&1%
COc1cc(NC(=O)c2cnc(N)s2)cc(C(=O)Nc2cccc(C(F)(F)F)c2)c1
    /, /, 5%, -12%, 18%[10 µM], -7%[9.22 µM], 3%
COc1ccc(-c2nc3ccccc3nc2-c2ccccc2)cc1
    7%, ?, ?, -3%, 9%[10 µM], 6%[9.22 µM], 1%
CCOC(=O)N1CCN(C(=O)c2ccc(C)c(S(=O)(=O)Nc3cccc(C)c3C)c2)CC1
    -10%, -4%, 5%, -3%, 0%[0.074 µM], -7%, -35%
Cc1cc(C)cc(NC(=O)c2ccc([N+](=O)[O-])o2)c1
    -6%, ?, -2%, ?, -5%[10 µM], 14%[9.22 µM], 1%
O=S(=O)(/N=C(/Nc1ccc(F)cc1F)c1ccc(Cl)cc1)c1ccccc1
    4%, -7%, 0%, 0%, -3%, -1%, -7%
CCc1cc(=O)oc2cc(C)c(CN3CCCC(C)C3)c(O)c12 (centres undefined)
    -1%[15.4 µM], ?, /, 18%, 4%, 2%, -18%
CSc1ccc(S(=O)(=O)Nc2ccc(F)cc2)cc1
    9%, -2%, 10%, 1%, -2%, -22%, 2%
Oc1ccc(Cn2ccnc2)c2cccnc12
    3%, ?, /, -4%, 15%[10 µM], 26%[9.22 µM], 2%
O=C(COC(=O)c1cc(S(=O)(=O)N2CCCCC2)ccc1Cl)NCc1ccco1
    -2%, /, -22%, 10%, 3%[10 µM], 23%, -2%
O=C(O)CCCNc1cc(N2CCC3(CC2)OCCO3)c2noc3c2c1C(=O)c1ccccc1-3
    5%, 8%, /, -18%, -41%[inhibitor], -4%, -4%
CCOc1ccccc1NC(=O)c1cc(C(=O)c2cc(OC)ccc2O)coc1=N
    -13%, -6%, -9%, -4%, 17%[10 µM], -29%, 1%
CCNC(=S)N/N=C/c1cccc(OCc2c(F)cccc2Cl)c1
    13%, ?, -4%, -7%, 20%[10 µM], -3%, -3%
CC1CC(C)(C)NC(=S)N1CC(=O)NCc1ccc2c(c1)OCO2 (centres undefined)
    8%, -13%[46 µM], -8%, 2%, -9%, 1%, 3%
O=C(Nc1cc(C(F)(F)F)ccc1Cl)C1CCN(c2nnc(-n3cccc3)s2)CC1
    4%, -5%, 12%, 3%, 5%[10 µM], -8%, 2%
CCOCCCNC(=S)N1CCC(C(=O)c2ccc3c(c2)OCCO3)CC1
    ?, /, 2%, -23%, /, /, 3%
CC(=O)c1c(C)[nH]c(C(=O)OCc2nnc(-c3ccccc3)o2)c1C
    -6%, ?, 3%, 4%, -26%, ?, -7%
